MrgX1 antag – antagonists of human MrgX1 receptor; Q96LB2; MRGX1-HEK293 calcium flux, Fluo-4, BAM8-22 antagonism; active compounds read low; B-score at 10 µM; 310,000 compounds, 1.3% hits; AID 588676;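 active = calcium-response B-score plate-corrected more than 3 library SD below zero, starting fluorescence within 5 deviations, no agonist response on first addition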;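 also: peak minus trough fluorescence over baseline after final BAM8-22 challenge near maximal dose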
Target sequence (Q96LB2 whole entry, looked up): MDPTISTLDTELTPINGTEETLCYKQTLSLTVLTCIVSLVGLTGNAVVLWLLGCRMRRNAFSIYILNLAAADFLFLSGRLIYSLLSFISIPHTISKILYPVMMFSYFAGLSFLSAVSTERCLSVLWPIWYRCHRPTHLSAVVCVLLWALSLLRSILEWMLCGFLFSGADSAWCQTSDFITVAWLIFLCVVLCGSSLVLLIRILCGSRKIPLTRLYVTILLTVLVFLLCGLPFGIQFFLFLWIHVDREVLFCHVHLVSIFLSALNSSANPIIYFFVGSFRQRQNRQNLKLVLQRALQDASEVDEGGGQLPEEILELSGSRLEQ
TRPC4 PAM – allosterically enhances the mouse TRPC4 cation channel; B-score at 10 µM; AID 2227; HEK293 TRPC4beta/mu-opioid, DAMGO EC20, Fluo-4 Ca2+ flux; active compounds read high; 310,000 compounds, 0.42% hits;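 active = B-score of calcium response area above 5 SD of library B-scores, with initial fluorescence ratio within 5 SD of library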;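 also: B-score of integrated fluorescence ratio over time as area under calcium response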
AI-2 QS modul – modulators of Vibrio harveyi AI-2 quorum sensing system; AID 2094; activity change, % at 7.5 µM; Vibrio harveyi JMH597 AI-2 luminescence/OD600 ratio, 9 h; active compounds read low; strain lacks LuxN and CqsS sensors; 0 = neutral-control median; 300,000 compounds, 0.4% hits; in the data active = activity change below about -75%, passing the limit was not always enough;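 also: luminescence divided by OD600 gain over 9 h not by final OD600 alone; inactives centre near 13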
MrgX1 ag – human MrgX1 receptor agonism, primary screen. B-score at 10 µM. Q96LB2. MrgX1-HEK293 cells, Fluo-4 calcium fluorescence, agonist mode; active compounds read high. 310,000 compounds, 0.44% hits;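 active = calcium response B-score plate-corrected fluorescence ratio at least 3 library SD, with starting fluorescence B-score inside 5 SD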
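System: HEK293 cells stably expressing human MrgX1 receptor; Dosing: test compound in the initial addition of three; Schedule: overnight plating, then 30 min 37 °C plus 30 min room-temperature dye loading; Detection: kinetic calcium dye fluorescence, Fluo-4 NW; Controls: per-plate positive and negative controls for Z′ factor.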
TRPC4 block – blocks the mouse TRPC4 cation channel. Q9QUQ5. HEK293 TRPC4beta/mu-opioid, DAMGO-evoked Fluo4 calcium flux; active compounds read low. B-score at 10 µM. 300,000 compounds, 0.39% hits;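 active = B-score over 3 SD under the library average, no early fluorescence shift, positive overall ratio signal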
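test system = HEK293 cells with stable TRPC4beta plus mu-opioid receptor expression | detection = Fluo4 Ca2+ flux fluorescence | read-out = integrated fluorescence ratio relative to baseline, converted to per-well B score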
MrgX1 PAM – human MrgX1 positive allosteric modulation, primary screen; Q96LB2; MrgX1-HEK293, Fluo-4 calcium flux, FDSS; active compounds read high; B-score at 10 µM; 310,000 compounds, 0.63% hits;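 active = plate-corrected calcium response at least 3 library SD above typical, normal starting fluorescence, not activating the receptor alone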;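 also: compound read alongside a low EC10 to EC30 dose of BAM8-22 agonist; peak minus trough fluorescence over baseline measured at the second addition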
HIF activator – HIF pathway transcriptional activation; activation, % at 7.5 µM (by protocol); 300,000 compounds, 0.32% hits; U2OS HRE-luciferase reporter, luminescence; normalized: DMSO 0%, desferrioxamine 100%;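 active = mean activation of at least 10% of the iron chelator positive control signal, with at least half of replicates also reaching 10%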
TRPC6 inhibitor – blocks the mouse TRPC6 cation channel | Q61143 | HEK293-TRPC6, membrane potential dye, ACh-evoked depolarization; active compounds read low | B-score at 10 µM | 310,000 compounds, 1.1% hits | AID 2553;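 active = B-score under library mean minus 3 SD, initial fluorescence not abnormally high, positive integrated signal ratio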;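 also: B-score derived from integrated fluorescence ratio over the kinetic read; more negative B-score means stronger inhibition of depolarization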
TRPC6 activator – mouse TRPC6 channel activation | Q61143 | B-score at 10 µM | HEK293-TRPC6 membrane potential dye fluorescence; active compounds read high | AID 2550 | 310,000 compounds, 0.13% hits;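 active = B-score of the integrated fluorescence ratio above library mean plus 3 SD, and starting fluorescence ratio within library mean plus 5 SD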;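 also: higher score means more depolarization so channel activation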
PolyA inhibitor – yeast polyadenylation inhibition | S. cerevisiae SKY197-pL101 polyadenylation reporter, beta-gal luminescence; efflux-impaired pdr1/pdr3 knockout yeast; score 100 = 6 SD above DMSO | calls only at 12 µM | 300,000 compounds, 0.02% hits;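 active = lowest replicate activity score at least 50, where 100 means six control SD above control mean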;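 also: yeast exposed to compound for 9 h at 30 °C; higher score means more reporter readthrough which indicates perturbed polyadenylation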
TRPC4 agonist – activators of mouse TRPC4 channel; Q9QUQ5; HEK293 TRPC4beta/mu-opioid, Fluo4 calcium fluorescence; active compounds read high; B-score at 10 µM; 310,000 compounds, 0.49% hits;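 active = B-score above 5 SD of library B-scores, and initial fluorescence ratio not above library mean plus 5 SD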;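 also: positive B-score marks a calcium rise read as TRPC4 activation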
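Material: TRPC4beta and mu-opioid receptor HEK293 stable cells | Incubation: 45 min room-temperature Fluo4 loading, 110 s read | Detection: Kinetic Fluo4 calcium fluorescence | Measure: Integrated baseline-normalised fluorescence ratio, converted to per-well B score | Benchmarks: Low control buffer alone, high control maximal DAMGO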
Starred values were filed as active, the others as inactive; i = inactive; nt = not tested or not shown.

SMILES	MrgX1 antag	TRPC4 PAM	AI-2 QS modul	MrgX1 ag	TRPC4 block	MrgX1 PAM	HIF activator	TRPC6 inhibitor	TRPC6 activator	PolyA inhibitor	TRPC4 agonist
O=C(CCS(=O)(=O)c1ccccc1)N(CCCN1CCOCC1)c1nc2ccccc2s1	i	i	5.6	i	i	i	1.6	i	i	i	i
Cc1ccsc1C(C(=O)NCc1ccccc1)N(C(=O)c1csnn1)c1ccccc1 (configuration not stated)	i	i	15.7	i	i	i	-0.4	i	i	i	i
O=C(c1cc(-c2ccccc2)nn1-c1ccccc1)N1CCN(S(=O)(=O)c2cccc(F)c2)CC1	i	i	31.9	i	i	i	-0.8	i	i	i	i
COC(=O)c1cc(NS(=O)(=O)c2ccc(F)cc2)ccc1N1CCOCC1	i	i	25.1	i	i	i	-0.5	i	i	i	i
c1ccc(C(c2ccccc2)c2noc(CN3CCN(CC4CC4)CC3)n2)cc1	i	i	8.7	i	i	i	-0.1	i	i	i	i
O=C(COc1ccccc1)N1CCCC1	i	i	19.9	i	i	i	0.1	i	i	i	i
N=C1/C(=C\c2ccc(-c3ccc(C(=O)O)cc3)o2)C(=O)N=C2SC=C(c3ccccc3)N12	nt	i	44.8	nt	i	nt	-0.1	i	i	i	i
O=C(Oc1ccc2c(c1)OCO2)c1ccncc1	i	i	2.5	i	i	i	nt	i	i	i	i
O=C(COC(=O)Cn1cnc2ccccc2c1=O)NCCC1=CCCCC1	i	i	-9.4	i	i	i	-0.1	i	i	i	i
N#Cc1ccc(OCc2nnc(-c3ccc([N+](=O)[O-])cc3)o2)cc1	-5.3*	i	-11.7	i	i	i	-0.4	i	i	i	i
CCCC1C(=O)Nc2ccccc2N1C(=O)c1cccc(C)c1 (configuration not stated)	i	i	21.6	i	i	i	0.2	i	i	i	i
Nc1nc(CN2CCN(C(=O)c3ccco3)CC2)nc(Nc2cccc(Cl)c2)n1	i	i	15.2	i	i	i	nt	i	i	nt	i
COc1ccc(C2NC(=S)NC(C)=C2C(=O)Nc2ccccn2)cc1OC (configuration not stated)	i	i	-4.3	i	i	i	0.2	i	i	i	i
O=C(Nc1ccc(F)cc1)c1cc(-c2ccccn2)nc2c(Cl)cccc12	i	i	42.6	i	i	i	-1.9	i	i	i	i
COc1ccc(-n2ncc3c(NCC4CCCO4)ncnc32)cc1 (configuration not stated)	i	i	13.8	i	i	i	2.5	i	i	i	i
O=C1C=CC(=O)C(C2=C3C(=O)N(CCc4ccccc4)CC(=O)N3CCC2)=C1	i	i	18.3	i	i	i	-0.6	i	i	i	i
Clc1ccc(/C=N/Nc2nn[nH]n2)cc1	i	i	16.9	i	i	i	0.2	i	i	i	i
CC(C)CNS(=O)(=O)c1cc(C(=O)OC2CCOC2=O)c(Cl)cc1Cl (configuration not stated)	i	i	22.8	i	i	i	2.6	i	i	i	i
Cc1ccc2c(c1)CN1CN2Cc2cc(C)ccc21	i	i	-4.7	i	i	i	-0.1	i	i	i	i
COc1ccc(-c2cc(C(=O)Nc3c(C)n(C)n(-c4ccccc4)c3=O)c3ccccc3n2)cc1OC	i	i	23.2	i	i	i	-0.5	i	i	i	i
O=C(O)CCCn1cc(NC(=O)COc2ccc(F)cc2)cn1	i	i	4.7	i	i	i	-0.1	i	i	i	i
Cc1cc(C)c(C2=CC(c3ccccc3)n3ncnc3N2)cc1C (configuration not stated)	i	i	5.7	i	i	i	1.3	i	i	i	i
CCOC(=O)C1CCN(C(=O)CSc2nccc(C)n2)CC1	i	i	29.7	i	i	i	-0.3	i	i	i	i
CN(C)/C=C/C(=O)/C=C/c1ccc(Cl)cc1Cl	i	i	36.9	i	i	i	-0.3	i	i	i	i
O=c1c(Cl)c(N/N=C/c2ccc(Br)cc2)cnn1-c1ccccc1	i	i	3.1	i	i	i	-1.5	i	i	i	i
CCN(CC)c1ccc(NC(=O)C2CCC(CNc3c(N4CCCC4)c(=O)c3=O)CC2)c(C)c1 (configuration not stated)	i	i	27.8	i	i	i	-0.5	i	i	i	i
Nc1ccc(SCc2cccnc2)cc1	i	i	38.0	i	i	i	0.2	i	i	i	i
O=C(CC1SC(=O)N(c2ccccc2)C1=O)Nc1cccc2ccccc12 (configuration not stated)	i	i	17.1	i	i	i	0.8	i	i	i	i
O=C(c1cccc(NS(=O)(=O)c2ccc(F)c(F)c2)c1)N1CCN(C(c2ccccc2)c2ccccc2)CC1	i	i	-10.8	i	i	i	0.2	i	i	i	i
Cc1ccc(C2(C)NC(=O)N(CC(=O)Nc3ccc4c(c3)OCO4)C2=O)cc1 (configuration not stated)	i	i	-94.9*	i	i	i	-0.3	i	i	i	i
COc1ccc(CN2CCN(C)CC2)cc1OCc1ccccc1	i	i	18.5	i	i	i	0.0	i	i	i	i
CC1CCCCC1NC(=O)Cn1ncc2ccccc21 (configuration not stated)	i	i	29.1	i	i	i	nt	i	i	i	i
CCOC(=O)N1CCN(S(=O)(=O)c2cc(Cl)c(OC)cc2Cl)CC1	i	i	-1.9	i	i	i	0.1	i	i	i	i
Cc1nc(Cl)nc(N(C)c2ccccc2)c1[N+](=O)[O-]	i	i	18.8	i	-6*	i	-0.5	i	i	i	i
CCCCCNC(=O)Cc1cc(=O)[nH]c(=O)[nH]1	i	i	20.5	i	i	i	-0.5	i	i	i	i
CCCN(C(=O)c1cn(-c2ccccc2)nc1-c1ccc(OC)cc1)C1CCS(=O)(=O)C1 (configuration not stated)	i	i	19.7	i	i	i	0.0	i	i	i	i
O=C(COc1ccccc1)OC(C(=O)c1ccccc1)c1ccccc1 (configuration not stated)	i	i	2.0	i	i	i	0.1	i	i	i	i
S=c1[nH]nc(Cc2noc3ccccc23)n1-c1ccccc1	i	i	12.6	i	i	i	0.1	i	i	i	i
CC(C)c1[nH]nc2c1C(c1ccc(OC(=O)c3ccco3)cc1)C(C#N)=C(N)O2 (configuration not stated)	i	i	5.2	i	i	i	-0.2	i	i	i	i
COc1ccc(Nc2nc(Cl)c(C=O)s2)cc1	i	i	20.1	i	i	i	1.9	i	i	i	i
CCCCN(c1nc2ccccc2nc1Cl)S(=O)(=O)c1ccc(C)cc1	i	i	8.1	i	i	i	-3.1	i	i	i	i
Cc1nc2cc(-c3ccc(Cl)cc3)nn2c(NCCN(C)C)c1C	i	i	6.9	i	i	i	1.9	-6.05*	i	i	i
CC1(C)CC(=O)C=C(Nc2ccc3c(c2)OCCO3)C1	i	i	48.6	i	i	i	0.1	i	i	i	i
Cc1ccc(NC(=O)CCNS(=O)(=O)c2cccs2)cc1F	i	i	5.9	i	i	i	0.6	i	i	i	i
O=C(Nc1ccc(Cc2ccncc2)cc1)C1CC1	i	i	0.3	i	i	i	-0.1	i	i	i	i
O=C(N/N=C/c1cccc([N+](=O)[O-])c1)c1cc(-c2ccc3c4c(cccc24)CC3)n[nH]1	i	i	14.2	i	i	i	0.4	i	i	i	i
Cc1ccc(S(=O)(=O)c2nc(-c3ccccc3Cl)oc2N(C)C)cc1	i	i	33.9	i	i	i	55.6*	i	i	i	i
CCCOc1ccc(N2C(=O)C/C(=C\c3ccccc3)C2=O)cc1	i	i	4.1	i	i	i	4.4	i	i	i	i

Only MrgX1 ag and TRPC4 agonist, for some of the entries so far:
SMILES,MrgX1 ag,TRPC4 agonist
O=C(O)CCCn1cc(NC(=O)COc2ccc(F)cc2)cn1,i,i
Cc1ccc(NC(=O)CCNS(=O)(=O)c2cccs2)cc1F,i,i

(next part)
SMILES	MrgX1 antag	TRPC4 PAM	AI-2 QS modul	MrgX1 ag	TRPC4 block	MrgX1 PAM	HIF activator	TRPC6 inhibitor	TRPC6 activator	PolyA inhibitor	TRPC4 agonist
C=CCSc1nnc(NC(=O)Cc2ccc(OC)c(OC)c2)s1	i	i	-11.4	i	i	i	-0.4	i	i	i	i
Cc1ccc(C)n1-c1nn(S(=O)(=O)c2ccccc2)c2cccc(F)c12	i	i	14.3	i	i	i	0.3	i	i	i	i
CCN(C(=O)COC(=O)CSc1ccccc1)c1c(N)n(Cc2ccccc2)c(=O)[nH]c1=O	i	i	27.1	i	i	i	-0.4	i	i	i	i
CC(=O)Nc1ccc(NS(=O)(=O)c2cn(C)c(=O)n(C)c2=O)cc1	i	i	36.6	i	i	i	0.1	i	i	i	i
COc1ccc(CCn2c(N3CCOCC3)nc3c2c(=O)[nH]c(=O)n3C)cc1	i	i	39.6	i	i	i	0.0	i	i	i	i
COc1ccc(Br)cc1C(=O)NC(=S)Nc1ccc(Cl)c(C(=O)O)c1	i	i	30.3	i	i	i	0.0	i	i	i	i
CCOC(=O)Nc1ccc(S(=O)(=O)N(C)C(C)C)cc1	i	i	23.1	i	i	i	0.3	i	i	i	i
O=C(CSC1=NS(=O)(=O)c2ccccc2N1)NCc1ccc(F)cc1	i	i	37.7	i	i	i	-0.3	i	i	i	i
CC1(C)c2[nH]c3ccccc3c2C[C@H]2C(=O)N(Cc3cccc(F)c3)C(=O)N21	i	i	-4.5	i	i	i	0.1	i	i	i	i
O=C(COC(=O)C1CCC1)NCc1ccccc1Cl	i	i	6.8	i	i	i	1.1	i	i	i	i
CCOC(=O)C(NC(=O)CC)(Nc1nc2c(s1)CCCC2)C(F)(F)F (configuration not stated)	i	i	10.0	i	i	i	-0.2	i	i	i	i
CC1CCN(Cc2c(C(=O)O)nnn2-c2nonc2N)CC1	i	i	4.1	i	i	i	-0.2	i	i	i	i
CCc1cccc2c(=O)c(C(=O)N3CCOCC3)c[nH]c12	i	i	21.4	i	i	i	0.2	i	i	i	i
Cc1ccc(/C=N/Nc2cc(C)nc(N3CCOCC3)n2)cc1	i	i	-0.9	i	i	i	0.4	i	i	i	i
S=C(N/N=C/c1ccccc1)N1CCOCC1	i	i	33.1	i	i	i	2.2	i	i	i	i
COc1ccccc1OC(C)c1nnc(SCC(=O)Nc2c(C)n(C)n(-c3ccccc3)c2=O)n1-c1ccccc1 (configuration not stated)	i	i	24.6	i	i	i	-0.2	i	i	i	i
COc1cccc(C2C3=C(CC(C)(C)CC3=O)Nc3n[nH]c(C)c32)c1 (configuration not stated)	i	i	-10.4	i	i	i	-0.8	i	i	i	i

Source: PubChem (several laboratories)

Some of the compounds tested, so the mix of outcomes need not match the whole.
